LDHA inh: qHTS assay for inhibitors of human lactate dehydrogenase | purified LDHA, NADH/diaphorase-resazurin fluorescence; stronger effect = lower value | AID 1347041, 2019 | 480,000 tested, 0.15% active | activity change, % (values are at about 110 or 230 µM) | L-lactate dehydrogenase A chain (Homo sapiens), P00338; in the data active = activity change below about -30%; inconclusive = mostly about -25% to -30%;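 note: plate controls were DMSO wells for no effect and wells without enzyme for full effect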
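Enzyme activity of human lactate dehydrogenase 5 (2 nM; 0.06 mM NADH, 0.2 mM pyruvate, 5 min, RT) is measured via a resazurin/diaphorase fluorescence readout of residual NADH.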
Vif-A3G inh: qHTS for Inhibitors of Vif-A3G Interactions: qHTS. Potency, µM (highest dose often 46.1 µM), for the others: at the top dose activity, negative = active, most hits filed as inhibitors. DNA dC->dU-editing enzyme APOBEC-3G (Homo sapiens), Q9HC16. AID 602310, 2012. 410,000 tested, 0.076% active. HeLa A3G-eYFP + Vif (tagged APOBEC3G with the HIV-1 protein that degrades it), YFP fluorescence, overnight;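 note: potency is the fitted concentration of half-maximal effect; % is set by controls: 0 for no effect and ±100 for the full control effect; nearly all actives have a fitted effect of over 60% in size; hits raise eYFP signal because A3G escapes Vif-driven loss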
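HeLa cells stably expressing Vif and C-terminally eYFP-tagged A3G, seeded overnight at 37 deg C, then exposed to compound by pintool overnight at 37 deg C. Rise in yellow fluorescence (Ex 488/Em 500-530, Acumen) marks blocked Vif-driven A3G degradation.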
IDH1 R132H inh: qHTS for Inhibitors of mutant isocitrate dehydrogenase 1 (IDH1): qHTS | Isocitrate dehydrogenase [NADP] cytoplasmic (Homo sapiens), O75874 | IDH1-R132H enzyme, NADPH consumption, diaphorase/resazurin fluorescence | Potency, µM (highest dose often 76.6 µM), for the others: at the top dose activity change, negative = inhibition, usual class: inhibitors | 390,000 tested, 0.093% active; note: potency is the fitted concentration of half-maximal effect; % is set by controls: 0 for no effect and ±100 for the full control effect; nearly all actives have a fitted effect of over 65% in size
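IDH1-R132H (0.5 ug/mL) preincubated 30 min with compound, then NADPH (0.016 mM) and alpha-KG (2 mM) added; 80 min at RT, pH 7.5. Remaining NADPH coupled via diaphorase/resazurin to fluorescence (540/590 nm); concentration-response curves normalized to no-enzyme control.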
USP1 inh: Inhibitors of USP1/UAF1: Primary Screen. recombinant USP1/UAF1, Ub-Rhodamine cleavage fluorescence. Potency, µM (series often up to 57.1 µM), without a hit: at the highest dose activity change, negative = inhibition, usual class: inhibitors. 390,000 tested, 0.23% active; note: potency is the fitted concentration of half-maximal effect; % is set by controls: 0 for no effect and ±100 for the full control effect; nearly all actives have a fitted effect of over 60% in size; inactives centre near -12
Target sequence (O94782 whole entry, looked up): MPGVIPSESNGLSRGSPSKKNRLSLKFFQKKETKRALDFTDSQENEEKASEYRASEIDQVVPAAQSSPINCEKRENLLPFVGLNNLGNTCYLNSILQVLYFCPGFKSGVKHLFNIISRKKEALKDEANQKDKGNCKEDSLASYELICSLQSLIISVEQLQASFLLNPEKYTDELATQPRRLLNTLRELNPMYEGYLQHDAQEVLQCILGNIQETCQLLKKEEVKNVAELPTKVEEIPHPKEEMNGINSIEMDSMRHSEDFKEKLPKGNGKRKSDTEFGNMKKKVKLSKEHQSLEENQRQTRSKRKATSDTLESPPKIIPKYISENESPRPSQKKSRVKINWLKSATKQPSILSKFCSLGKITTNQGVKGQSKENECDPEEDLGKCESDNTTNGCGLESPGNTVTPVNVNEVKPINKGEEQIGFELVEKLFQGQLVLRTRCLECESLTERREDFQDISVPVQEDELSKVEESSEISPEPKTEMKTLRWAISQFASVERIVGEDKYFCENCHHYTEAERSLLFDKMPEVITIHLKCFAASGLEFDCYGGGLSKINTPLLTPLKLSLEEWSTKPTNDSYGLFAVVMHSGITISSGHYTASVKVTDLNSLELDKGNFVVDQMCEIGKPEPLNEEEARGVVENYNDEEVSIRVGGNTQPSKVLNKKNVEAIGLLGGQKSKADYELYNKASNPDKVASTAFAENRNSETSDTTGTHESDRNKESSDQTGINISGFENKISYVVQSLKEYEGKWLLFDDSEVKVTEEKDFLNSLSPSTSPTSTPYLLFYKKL
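High-throughput fluorogenic screen: 1nM USP1/UAF1 complex, Ub-Rho substrate 150nM final, 50mM HEPES pH 7.8 with 0.5mM EDTA, 0.1 mg/ml BSA, 1mM TCEP and 0.01% Tween-20.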
PI4K2A block: qHTS for small molecular inhibitors of PI4K2A; Phosphatidylinositol 4-kinase type 2-alpha (Homo sapiens), Q9BTU6; purified PI4K2A, ADP-Glo luminescence, 1 h; stronger effect = lower value; activity change, negative = inhibition, % at 76.9 µM; 420,000 tested, 0.13% active; AID 1346378, 2018; in the data active = activity change below about -50%; inconclusive = mostly about -30% to -49%;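 note: -100% = wells without enzyme as full effect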
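In this quantitative HTS, ADP production by PI4K2A was quantified luminescently after 1 h at ambient temperature; 100 microM adenosine served as plate-quality control.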
TrxR1 substrate: qHTS Assay for Substrates of Mammalian Selenoprotein Thioredoxin Reductase 1 (TrxR1): qHTS. Potency, µM (titrated, usually from 114 µM), without a hit: at the highest dose activity change, negative = substrate turnover. Thioredoxin reductase 1, cytoplasmic (Rattus norvegicus), O89049. 390,000 tested, 0.01% active. purified TrxR1 substrate turnover, NADPH consumption readout; note: potency is the fitted concentration of half-maximal effect; % is set by controls: 0 for no effect and ±100 for the full control effect; nearly all actives have a fitted effect of over 50% in size
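Rat TrxR1, dispensed at 90 nM, was prereduced with 400 uM NADPH (final) for 5 min at ~22 deg C, then incubated with compound 15 min before 400 uM selenite. A first-read NADPH fluorescence drop versus no-compound background flagged substrates.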
Vif-A3F inh: qHTS for Inhibitors of Vif-A3F Interactions: qHTS; HeLa A3F-eYFP + Vif (tagged APOBEC3F with the HIV-1 protein that degrades it), YFP fluorescence increase; AID 602313, 2012; Potency, µM (top dose mostly 46.1 µM), for the others: top-dose activity, negative = active; 390,000 tested, 0.2% active; note: potency is the fitted concentration of half-maximal effect; % of control where 0% means no effect; nearly all actives have a fitted effect of over 65% in size
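HeLa cells stably expressing A3F-eYFP plus Vif, plated and incubated overnight at 37 deg C, then exposed to compounds overnight at 37 deg C. Blocked degradation read as raised yellow fluorescence (Ex 488/Em 500-530).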
RXFP1 ag: qHTS Assay for Agonists of the Relaxin Receptor RXFP1; Potency, µM (highest dose often 57.5 µM), for inactives: top-dose activation, most hits filed as activators; HEK293T-RXFP1 cAMP TR-FRET, 30 min; response scale: percent of porcine relaxin response, buffer zero; Relaxin receptor 1 (Homo sapiens), Q9HBX9; 370,000 tested, 0.3% active; AID 2676, 2010; note: potency is the fitted concentration of half-maximal effect; % is set by controls: 0 for no effect and ±100 for the full control effect; nearly all actives have a fitted effect of over 60% in size; many of its hits are not listed in these tables
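HEK293T cells stably expressing RXFP1 were pretreated with the PDE4 inhibitor Ro 20174, exposed to compounds for 30 min at 37C, lysed, and cAMP was read by TR-FRET. Data normalized to buffer (basal) and 29 nM porcine relaxin (100%).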
Glioma ERSR ind: qHTS for Inducers of the Endoplasmic Reticulum Stress Response (ERSR) in Human Glioma: qHTS; Potency, µM, for the others: top-dose activation, most hits filed as activators; U87-MG GRP78 promoter luciferase reporter, 16 h; 420,000 tested, 0.02% active; AID 602332, 2012; note: potency is the fitted concentration of half-maximal effect; series mostly up to about 76 µM; % of control where 0% means no effect; nearly all actives have a fitted effect of over 35% in size
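Stably transfected U87-MG glioma cells carrying a GRP78-based luciferase sensor; 16 h compound incubation. Luminescence end-point read 10 min after Bright-Glo addition at room temperature.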
* marks the source's active call; other numbers are inactive results; u = inconclusive; x = not tested or not shown; [ ] = dose if it differs, or a comment. Unless noted, calls come from the whole dose curve; as a rule, active = well fitted curve in the direction sought with a large enough effect; inconclusive = small, poorly fitted or top-dose-only effect, or another doubt; inactive = no such curve, though single readings can be large; an effect the other way counts as inactive or inconclusive. Only part of the results is shown (hit frequency here may not be typical).

Start of the data: the first 3 compounds, to show the layout:
SMILES	LDHA inh	Vif-A3G inh	IDH1 R132H inh	USP1 inh	PI4K2A block	TrxR1 substrate	Vif-A3F inh	RXFP1 ag	Glioma ERSR ind
O=C(COC(=O)c1cccnc1Cl)NC1CCCCC1	-1	3%	14%	-13%	-2	0%	8%	x	-1%
Cc1ccccc1Cn1c(CN2CCC(C(=O)NCCN(C)C)CC2)cc2ccccc21	-3	9%	2%	-25%	0	7%[57.1 µM]	-11%	1.6%	-4%
O=C(NCc1cccc(Cl)c1)C1CCC(=O)N(CCCN2CCCC2=O)C1 (stereo not drawn)	2	-3%	6%	-14%	-10	-2%	-3%	-0.2%	-3%

This part in full, previewed entries included:
SMILES	LDHA inh	Vif-A3G inh	IDH1 R132H inh	USP1 inh	PI4K2A block	TrxR1 substrate	Vif-A3F inh	RXFP1 ag	Glioma ERSR ind
O=C(COC(=O)c1cccnc1Cl)NC1CCCCC1	-1	3%	14%	-13%	-2	0%	8%	x	-1%
Cc1ccccc1Cn1c(CN2CCC(C(=O)NCCN(C)C)CC2)cc2ccccc21	-3	9%	2%	-25%	0	7%[57.1 µM]	-11%	1.6%	-4%
O=C(NCc1cccc(Cl)c1)C1CCC(=O)N(CCCN2CCCC2=O)C1 (stereo not drawn)	2	-3%	6%	-14%	-10	-2%	-3%	-0.2%	-3%
COC(=O)c1ccc(C(=O)OC)c(NC(=O)c2cnn3c(C(F)F)cc(-c4ccccc4)nc23)c1	-1	-3%	-1%	8%	0	1%[57.1 µM]	-6%	0.3%	-2%
O=C(CN1CCOc2ccccc21)NC1CCCCCCC1	8	-8%	1%	-25%	0	0%[57.1 µM]	-7%	x	6%
CCOC(=O)N1CCN(S(=O)(=O)c2ccc(C(=O)Nc3nc4ccc(F)cc4s3)cc2)CC1	-7	-1%	-2%	-5%	-4	57%[activator]	8%	2.1%	-2%
O=C(CCN1C(=O)/C(=C/c2ccc(Cl)cc2)SC1=S)NCCCn1ccnc1	0	2%	-3%	-10%	2	-1%	-5%	0.7%	-2%
CCc1ccc(NC(=O)c2cnc(SC)nc2C)cc1	-3	-3%	-6%	0%	-6	-10%	-15%	-4.9%	3%
O=S(=O)(N/N=C1/CC(c2ccccc2)Oc2ccccc21)c1ccc(Br)cc1 (stereo not drawn)	-2	0%	1%	-22%	5	-7%	-7%	-1.9%	4%
CC1CCc2c(sc(NC(=O)c3ccc(-c4ccccc4[N+](=O)[O-])o3)c2C#N)C1 (stereo not drawn)	1	-3%	6%	-4%	-2	1%	10%	4.3%	0%
COc1ccc(N2CC(C(=O)Nc3nnc(C4CCCCC4)s3)CC2=O)cc1 (stereo not drawn)	-7	-2%	4%	-17%	2	8%[57.1 µM]	-3%	0.0%	-2%
Cc1cccc(NNC(=S)Nc2ccccc2)c1	10	-2%	8%	-25%	-6	x	-17%	x	4%
CC(NC(=O)CNC(=S)N(Cc1cccs1)C1CCCC1)c1ccccc1 (stereo not drawn)	0	1%	-5%	-22%	-1	-6%	-7%	2.6%	-1%
Cc1cccc(OCC(=O)OCC(=O)N2CCCc3ccccc32)c1C	-2	10%	4%	-27%	4	-4%	0%	0.6%	-2%
COc1ccc(CNCCS(=O)(=O)NCc2ccccc2)cc1	-2	-1%	-4%	-27%	1	4%	8%	x	4%
CC1CC(=O)Nc2ccccc2N1C(=O)COc1cc(Cl)ccc1Cl (stereo not drawn)	-4	3%	-4%	-10%	5	-4%	12%	0.3%	2%
Cc1cccc(C2c3[nH]c4ccccc4c3CCN2C(=O)CN2CCOC2=O)n1 (stereo not drawn)	-10	-5%	-7%	-21%	-4	3%[57.1 µM]	0%	-0.3%	-3%
C=C1CCN([C@@H](C)C(=O)OCc2ccc(C)cc2)S(=O)(=O)c2ccccc21	0	2%	-1%[38.3 µM]	-8%	-5	-8%	12%	6.6%	-1%
O=C(NC1=NCCS1)C1CCCCC1	-7	-2%	2%	-17%	4	8%[57.1 µM]	-11%	3.0%	-2%
c1coc(-c2nn3c(Cn4nnc5ccccc54)nnc3s2)c1	-10	-5%	8%	-17%	2	-10%	13%	9.3%	-2%
COc1ccccc1/C=C/C(=O)NC(=S)Nc1ccccn1	-5	0%	8%	-20%	-1	10%[2.29 µM]	-25%	3.3%	2%
Cc1ccc(C(C)C)c(OCC(=O)Nc2cccc(S(=O)(=O)NC3=NCCCCC3)c2)c1	-2	1%	6%	-8%	2	-11%	-15%	-2.9%	-4%
COc1ccc(C2N(Cc3ccccc3)CCN2Cc2ccccc2)cc1[N+](=O)[O-]	-3	0%	-4%	-9%	2	7%[57.1 µM]	1%	0.6%	-2%
Cc1cc(C)c(NC(=O)CN(C)S(=O)(=O)c2ccc3c(c2)n(C)c(=O)c(=O)n3C)c(C)c1	-1	-1%	0%	-18%	7	17%	3%	15%	10%
Cc1ccc(C)c(NC(=O)C2(C)CCCN2C(=O)C(C)C)c1 (stereo not drawn)	-4	-3%	x	x	0	x	x	x	-2%
Cc1ccc(NC=C(S(=O)(=O)c2ccccc2)S(=O)(=O)c2ccccc2)c(C)c1	-3	2%	5%	-11%	11	-4%	13%	4.3%	1%
CC(=O)NCCc1cc2cc(C)c(C)cc2[nH]c1=O	-4	1%	-2%	-16%	-2	20%	2%	3.0%	2%
Cc1ccccc1CC(=O)Nc1ccc2c(c1)c(=O)n(C)n2-c1ccccc1F	-11	-14%	x	x	-1	x	x	x	-1%
COC(=O)c1sccc1NC(=O)CSc1ccccc1NS(=O)(=O)c1ccc(F)cc1	0	0%	9%	-17%	1	-7%	-17%	0.3%	-7%
Cn1c(SCc2ccc([N+](=O)[O-])cc2)nnc1-c1cccnc1	1	-5%	0%	-23%	1	3%	15%	2.6%	-2%

3 compounds from above, limited to PI4K2A block:
Structure | PI4K2A block
CC(=O)NCCc1cc2cc(C)c(C)cc2[nH]c1=O | -2
CCOC(=O)N1CCN(S(=O)(=O)c2ccc(C(=O)Nc3nc4ccc(F)cc4s3)cc2)CC1 | -4
CC(NC(=O)CNC(=S)N(Cc1cccs1)C1CCCC1)c1ccccc1 (stereo not drawn) | -1

New compounds follow
SMILES	LDHA inh	Vif-A3G inh	IDH1 R132H inh	USP1 inh	PI4K2A block	TrxR1 substrate	Vif-A3F inh	RXFP1 ag	Glioma ERSR ind
O=C(NCC(c1ccc2c(c1)OCO2)N1CCN(c2ccc(F)cc2)CC1)c1cccc([N+](=O)[O-])c1 (stereo not drawn)	-1	2%	-15%	-11%	1	-2%[57.1 µM]	2%	-1.1%	-6%
Cn1c(N)c(Sc2ccc(F)cc2)c(=O)n(C)c1=O	-10	3%	-4%	-3%	6	-4%	-3%	2.2%	1%
Cc1ccc(S(=O)(=O)Oc2ccc(/C=C3/C(=N)N4C(=NC3=O)SN=C4S(C)(=O)=O)cc2)cc1	-1	-4%	u	u	0	-14%	5%	-0.2%	14%
CC1CCc2onc(C(=O)N3CCN(c4cccc(Cl)c4)CC3)c2C1 (stereo not drawn)	1	7%	-4%	-8%	1	-7%	0%	-3.8%	3%
CCC(C)NC(=O)C1CCCN1S(=O)(=O)c1ccc(Cl)cc1 (stereo not drawn)	-4	1%	7%	-12%	1	10%	-12%	-1.4%	-5%
CCN(CC)S(=O)(=O)c1ccc2c(c1)N(CC(=O)N1CCC(C(N)=O)CC1)C(=O)CO2	-3	2%	-9%	-10%	0	6%	8%	u	-3%
Cc1cc(OC(C)C(=O)Nc2cccc(-c3nc4ccccc4o3)c2)cc(C)c1Cl (stereo not drawn)	-2	u	-16%	0%	0	8%	u	-0.4%	0%
O=C(NC1CCCc2ccccc21)C1CCCN(S(=O)(=O)c2cnc[nH]2)C1 (stereo not drawn)	1	0%	4%	-25%	2	7%	-5%	1.7%	-4%
Cc1ccc2cc(S(=O)(=O)NCCCN3CCOCC3)ccc2c1	-10	0%	3%	-14%	3	11%[57.1 µM]	5%	0.2%	-5%
Cc1ccc(S(=O)(=O)/N=C(/c2ccccc2)N(C)C)c(C)c1	-5	0%	5%	-12%	6	3%	1%	-1.1%	0%
CCOc1ccc2[nH]cc(S(=O)(=O)c3ccc(C)cc3)c(=O)c2c1	-3	-4%	2%	-19%	8	1%	3%	9.3%	-3%
Cc1ccc(CNCc2cccn2-c2nnc(N3CCCC3)s2)cc1	-5	-3%	2%	-23%	-5	3%	1%	-0.9%	-1%

Compound activity as filed in PubChem BioAssay.
